Compound activity: PubChem, several laboratories
GC-A act: GC-A (human) enzyme activation. P16066. HEK293 GC-A cells, cGMP TR-FRET, EC30 ANP; 0% at EC30 ANP, 100% saturating ANP. activation, % at 10 µM. 0.14% of 370,000 active. AID 1671463; in the data active means activation above about 40%
hgDAF-12 ag: activates the H. glycines DAF-12 receptor ligand-binding domain | HEK293 GAL4-hgDAF12 UAS-luciferase reporter, agonist luminescence; normalized to butyrate control | activation, % at 6.8 µM | 1.8% of 370,000 active | AID 687014;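 active means activation above a cutoff set at the mean of all screened compounds plus 3 SD, cut at about 10% in these data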;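 further: 0% = DMSO wells and 100% = sodium butyrate wells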
DAX1 inh-1: NR0B1 (DAX1) inhibition. P51843. inhibition, % at 6.75 µM. AID 504766. 0.99% of 340,000 active. HEK293 Gal4-DAX1 luciferase reporter, luminescence;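 active means inhibition above the mean over all tested compounds plus 3 SD, cut at about 4.2% in these data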;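 further: 0% = DAX1-transfected cells with DMSO and 100% = empty-vector control cells with DMSO; inhibition shows as a rise in luminescence from relieved DAX1 repression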
Target sequence (P51843 207-470 limits assumed): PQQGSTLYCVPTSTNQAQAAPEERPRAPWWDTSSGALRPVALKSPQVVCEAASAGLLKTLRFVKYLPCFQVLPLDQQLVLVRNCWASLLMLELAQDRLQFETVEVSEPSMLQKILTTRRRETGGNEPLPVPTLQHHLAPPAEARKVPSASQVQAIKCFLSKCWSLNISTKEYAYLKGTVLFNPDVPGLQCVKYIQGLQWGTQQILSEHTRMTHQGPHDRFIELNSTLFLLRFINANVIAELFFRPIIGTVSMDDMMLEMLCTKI
NPR2 activator: GC-B (human) receptor activation. P20594. HEK293-GC-B cells, CNP EC30, cGMP TR-FRET; 0% at EC30 CNP, 100% saturating CNP. activation, % at 10 µM. 0.11% of 370,000 active. AID 1920062;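 active means activation at 10 µM reaching about 35% in either raw or pattern-adjusted values, limit read from the data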
hcDAF-12 act: activates DAF-12 receptor from parasite H. contortus; AID 652067; 1.4% of 370,000 active; activation, % at 6.8 µM; HEK293 hcDAF-12 lit1-tk-luc reporter, luminescence; 0% DMSO, 100% Δ7-dafachronic acid;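 active means activation above the mean of all tested compounds plus 3 SD, cut at about 5.5% in these data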;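 further: 100% = response to 3 µM Δ7-dafachronic acid high control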
ssDAF-12 act: activators of S. stercoralis DAF-12 nuclear receptor; 1% of 370,000 active; activation, % at 6.8 µM; AID 652126; HEK293 ssDAF-12/GRIP1 lit1-tk-luc reporter, luminescence; % of 3 µM dafachronic acid response;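 active means activation above the mean over all tested compounds plus 3 SD, cut at about 0.9% in these data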;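 further: 0% = DMSO-only wells and 100% = 3 µM delta7-dafachronic acid wells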
sPLA2-III inh: Inhibits HGIII-sPLA2 liposome hydrolysis, primary screen; Q9NZ20; QFRET BODIPY PC-A2 liposome hydrolysis, fluorescence; inhibition, % at 12.2 µM; 0.56% of 370,000 active; AID 743126;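 active means inhibition above mean plus 3 SD of compounds lying within the high and low control bounds, cut at about 19% in these data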;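 further: 0% = median of test compound wells and 100% = no enzyme DMSO wells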
Target sequence (Q9NZ20 whole entry, looked up): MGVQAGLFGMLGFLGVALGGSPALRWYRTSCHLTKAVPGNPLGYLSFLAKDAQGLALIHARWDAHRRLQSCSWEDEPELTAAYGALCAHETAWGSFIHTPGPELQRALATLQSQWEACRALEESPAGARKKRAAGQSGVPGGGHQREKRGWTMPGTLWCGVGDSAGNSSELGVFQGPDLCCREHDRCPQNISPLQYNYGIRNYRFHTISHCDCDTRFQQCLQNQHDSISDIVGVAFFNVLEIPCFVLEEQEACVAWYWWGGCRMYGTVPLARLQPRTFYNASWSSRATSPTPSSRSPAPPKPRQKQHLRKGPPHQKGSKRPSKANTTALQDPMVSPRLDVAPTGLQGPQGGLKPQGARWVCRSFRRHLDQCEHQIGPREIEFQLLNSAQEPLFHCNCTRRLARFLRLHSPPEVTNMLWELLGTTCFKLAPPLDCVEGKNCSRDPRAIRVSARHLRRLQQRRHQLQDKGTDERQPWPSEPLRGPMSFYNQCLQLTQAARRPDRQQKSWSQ
SMARCA2 activ: SMARCA2 function activation, primary screen | MG213 cells, MMTV-luciferase reporter, dexamethasone, overnight | activation, % at 9.1 µM | 1% of 370,000 active; in the data active means activation above about 7.8%;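 further: 0% = vehicle wells and 100% = reference activator wells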
DAX1 inh-2: inhibitors of DAX1 repression of SF-1 activated StAR promoter; 1.1% of 370,000 active; AID 652010; HEK293T StAR-luciferase reporter, SF-1/DAX-1 repression relief; inhibition, % at 6.8 µM;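 active means inhibition above the mean over all tested compounds plus 3 SD, cut at about 3.6% in these data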;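 further: 0% = DAX-1 cells with DMSO and 100% = cells lacking DAX-1 with DMSO; higher inhibition means more luminescence from relief of DAX-1 repression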
KLK7 zymogen act: activates the human kallikrein-7 zymogen. P49862. purified proKLK7, EDANS-DABCYL substrate fluorescence; 100% is mature enzyme control, 0% vehicle. activation, % at 7 µM. 0.9% of 370,000 active. AID 652039;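 active means activation above the mean of all tested compounds plus 3 SD, computed per campaign excluding outliers beyond control limits, cut at about 13% in these data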
Target sequence (P49862 whole entry, looked up): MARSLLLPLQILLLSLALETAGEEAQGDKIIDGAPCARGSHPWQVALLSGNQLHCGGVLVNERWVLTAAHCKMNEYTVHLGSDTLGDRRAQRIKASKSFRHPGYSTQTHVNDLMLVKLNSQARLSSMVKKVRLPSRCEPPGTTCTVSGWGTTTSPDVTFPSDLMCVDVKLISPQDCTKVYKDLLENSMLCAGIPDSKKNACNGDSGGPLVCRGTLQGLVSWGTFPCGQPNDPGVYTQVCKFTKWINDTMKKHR
FXN GAA850 act: frataxin GAA850 promoter activation. HEK293 lucGAA850 FXN promoter luciferase reporter, 24 h; percent of 10 µM SAHA response. activation, % at 6 µM. 0.56% of 360,000 active;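 active means activation above the average of all compounds screened plus 3 SD, cutoff fixed separately per campaign, cut at about 7.5% in these data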;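 further: 0% = DMSO wells and 100% = 10 µM SAHA wells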
* hit, by the source's call; · = not tested or not shown.

Every second line gives: NPR2 activator	KLK7 zymogen act	SMARCA2 activ	hgDAF-12 ag	FXN GAA850 act	hcDAF-12 act	DAX1 inh-1	sPLA2-III inh	ssDAF-12 act	DAX1 inh-2	GC-A act
- O=C(Nc1ccc2c(c1)OCO2)c1nn(-c2ccccc2)c(=O)c2ccccc12
→ -5	1.3	-1	-1.7	-1.7	-1.1	0.8	1	-0.1	-0.4	0
- O=C1N(CN2CCN(Cc3ccccc3)CC2)c2ccccc2C12OCCCO2
→ 12	0.7	0	-1.5	0.1	-0.3	0.9	3	-0.7	0.4	2
- CCN(CC)S(=O)(=O)c1ccc(N2CCN(C)CC2)c(NC(=O)c2cc(=O)c3ccccc3o2)c1
→ -4	0.3	-2	-1.7	3.1	-1.2	-0.1	8	-1.0	0.0	2
- O=C(NCc1ccco1)c1cc2ccccc2c(=O)o1
→ 1	0.2	3	3.5	2.3	0.0	1.8	7	-0.6	0.2	8
- COc1cccc2sc(N3CCN(C(=O)c4cccs4)CC3)nc12
→ -3	0.3	-1	1.1	1.9	-0.8	0.3	5	-1.1	0.8	1
- O=C(Oc1ccc(-n2cnnn2)cc1)c1ccccc1
→ 3	0.4	-4	1.0	-0.1	0.3	-0.1	3	-0.6	0.9	5
- CCCCNC1CCS(=O)(=O)C1 (configuration not stated)
→ 2	0.2	-2	1.2	2.5	-1.6	2.0	4	0.1	0.4	2
- COc1cccc(-c2cc(C(=O)NCCc3ccccc3)no2)c1
→ 1	0.4	-2	-1.0	0.2	-0.4	0.9	0	-1.5	-0.1	0
- CNC(=S)Nc1ccccc1-c1ccccc1
→ 2	0.7	-3	-0.1	0.0	-0.5	-1.2	4	-1.2	0.6	1
- C=CCOC(=O)C1=C(C)OC(N)=C(C#N)C1c1ccccc1F (configuration not stated)
→ -9	0.4	0	-1.3	1.8	0.3	-0.1	-12	-1.0	0.8	-4

(more compounds)
Every second line gives: NPR2 activator	KLK7 zymogen act	SMARCA2 activ	hgDAF-12 ag	FXN GAA850 act	hcDAF-12 act	DAX1 inh-1	sPLA2-III inh	ssDAF-12 act	DAX1 inh-2	GC-A act
- COc1ccc(OC)c(NS(=O)(=O)c2ccc(NC(=O)c3ccc(NS(C)(=O)=O)cc3)cc2)c1
→ -4	0.6	-1	-4.6	1.9	-2.3	-1.5	-24	-1.9	-1.0	-1
- O=C1C2C3CC(C(Br)C3Br)C2C(=O)N1CC1CCCO1 (configuration not stated)
→ -5	0.3	-5	-0.5	-0.3	0.8	0.8	1	-1.5	0.0	3
- COc1ccc(/C(CC2OC(=O)c3ccccc32)=N\NC(N)=O)cc1 (configuration not stated)
→ -2	-0.2	-1	0.0	2.1	0.3	-1.6	11	-1.1	-0.3	-5
- O=C(Cn1nnc(-c2ccccc2Cl)n1)N1CCCCC1
→ -5	-0.2	4	6.6	4.8	0.5	4.6*	1	-0.1	1.3	3
- CCOC(=O)c1ccn(-c2nc(-c3ccco3)cc(C(F)(F)F)n2)n1
→ 1	1.5	-3	-1.6	-0.3	-4.8	0.1	7	-1.9	-0.3	4
- NC(=O)c1ccc(C(=O)N/N=C/c2cccc(Oc3ccccc3)c2)cc1
→ -10	3.8	-4	-1.4	1.2	-0.4	-0.1	1	-0.7	-1.0	-7
- Cc1ccc(N2CN(CCC3=CCCCC3)CNC2=S)cc1
→ -2	-0.1	-2	0.6	-0.4	1.4	0.3	4	-0.8	-0.1	-3
- CNC(=O)c1cc2c(=O)n3cc(C)ccc3nc2n(C(C)C)c1=N
→ 5	8.9	-2	-1.5	1.9	-0.8	-0.2	-7	-1.2	-0.7	1
- O=C(O)c1cccc(-n2nc(-c3ccc(Cl)c([N+](=O)[O-])c3)c3ccccc3c2=O)c1
→ -4	-0.5	1	-0.8	-0.7	-0.2	-0.9	-11	-0.5	-0.4	-3
- O=C(Cc1ccccc1[N+](=O)[O-])N1CCN(S(=O)(=O)c2ccccc2)CC1
→ -3	0.2	-1	-0.2	-0.3	2.1	0.1	5	-0.6	1.4	1

One compound at a time, as listed above.
Record of O=C1C2C3CC(C(Br)C3Br)C2C(=O)N1CC1CCCO1 (configuration not stated) : NPR2 activator = -5; KLK7 zymogen act = 0.3; SMARCA2 activ = -5; hgDAF-12 ag = -0.5; FXN GAA850 act = -0.3; hcDAF-12 act = 0.8; DAX1 inh-1 = 0.8; sPLA2-III inh = 1; ssDAF-12 act = -1.5; DAX1 inh-2 = 0.0; GC-A act = 3
Record of CNC(=O)c1cc2c(=O)n3cc(C)ccc3nc2n(C(C)C)c1=N : NPR2 activator = 5; KLK7 zymogen act = 8.9; SMARCA2 activ = -2; hgDAF-12 ag = -1.5; FXN GAA850 act = 1.9; hcDAF-12 act = -0.8; DAX1 inh-1 = -0.2; sPLA2-III inh = -7; ssDAF-12 act = -1.2; DAX1 inh-2 = -0.7; GC-A act = 1

Next part
Every second line gives: NPR2 activator	KLK7 zymogen act	SMARCA2 activ	hgDAF-12 ag	FXN GAA850 act	hcDAF-12 act	DAX1 inh-1	sPLA2-III inh	ssDAF-12 act	DAX1 inh-2	GC-A act
- COc1ccc(OC)c(S(=O)(=O)N2CCCCC2C(=O)N2CCN(Cc3ccc(F)cc3)CC2)c1 (configuration not stated)
→ -6	0.0	-2	-0.2	·	-3.0	·	-9	-1.7	-2.9	-5
- O=C(c1ccccc1)N1CCC(c2nc(-c3ccc(S(=O)(=O)N4CCOCC4)cc3)no2)CC1
→ -5	0.7	-9	-2.5	-0.8	-2.6	-2.2	-3	-2.0	-1.1	-3
- O=C(c1ccccc1Br)N1CCC(c2nc3ccccc3s2)CC1
→ 4	-0.6	-1	-3.5	0.1	-2.8	0.1	-11	-1.8	-1.6	-4
- CC(C)(CNC(=O)CCC1CCCC1)CNC(=O)CCC1CCCC1
→ -4	0.4	-1	5.7	-1.0	-0.5	-0.5	-3	-0.9	-1.4	1
- O=C(N/N=C/c1cccnc1)c1ccccc1Cl
→ 4	-0.4	2	3.3	1.9	0.0	1.3	-2	-1.3	-0.8	1
- O=C(c1cc2nc(-c3cccs3)cc(C(F)(F)F)n2n1)N1CCCc2ccccc21
→ 7	-0.4	3	-0.1	2.0	-0.1	-0.1	1	-0.8	0.3	3
- Cc1ccc(S(=O)(=O)C2CCCCC2=O)cc1 (configuration not stated)
→ -2	0.2	-2	-0.1	1.6	-0.9	1.0	9	-1.0	-0.1	1
- O=C(Nc1ccncc1)c1cc2ccccc2o1
→ -1	0.0	5	5.4	1.9	0.3	2.4	-1	-1.5	-0.8	3
- COc1cccc(COC(=O)CSCC(=O)Nc2cccc(C)c2)c1OC
→ -2	0.2	0	1.9	0.2	0.5	0.2	-4	-0.6	1.6	-5
- C[C@@H]1CN([C@H](C)CO)C(=O)CCCn2cc(nn2)CO[C@H]1CN(C)S(=O)(=O)c1ccc(Oc2ccccc2)cc1
→ -7	-0.2	2	-0.2	0.6	-0.1	2.7	-4	-1.0	-0.3	2

(continued)
Every second line gives: NPR2 activator	KLK7 zymogen act	SMARCA2 activ	hgDAF-12 ag	FXN GAA850 act	hcDAF-12 act	DAX1 inh-1	sPLA2-III inh	ssDAF-12 act	DAX1 inh-2	GC-A act
- c1cc(C2OCCO2)cs1
→ -2	0.1	-2	0.5	1.8	1.0	2.0	0	-0.5	0.1	5
- O=C(O)c1ccc(CNC(=O)C2CCCN2C(=O)OCc2ccccc2)cc1 (configuration not stated)
→ 2	0.2	-2	-2.1	2.3	-1.5	-0.3	5	-1.5	0.3	9
- COc1ccc(C2C(C(C)=O)=C(O)C(=O)N2c2cccnc2)c(OC)c1 (configuration not stated)
→ -7	-0.2	-2	-0.1	1.5	0.7	1.4	-17	-1.3	-0.3	3
- COc1ccc(NC(=O)c2cccc(S(=O)(=O)N(C)c3ccccc3)c2)cn1
→ -1	0.7	-4	-4.7	2.3	-2.8	-1.7	-9	-1.5	-0.6	-4
- CN(CC(=O)Nc1ccc(F)c(F)c1F)C(=O)C1CCN(C(=O)Nc2ccccc2)CC1
→ 3	-0.2	0	-1.7	1.2	-0.2	2.1	1	-1.2	0.5	0
- O=C(NNC(=O)c1oc2ccccc2c1-n1cccc1)c1ccco1
→ -2	1.9	-2	-2.4	1.5	-1.1	-0.3	-10	-1.3	-0.6	-1
- CCc1nnc(NC(=O)C2CSC3(C)CCC(=O)N23)s1 (configuration not stated)
→ 4	0.3	0	1.4	1.1	1.1	0.1	7	-0.8	0.3	0
- Cc1cccc(C(=O)NC2CC3CCC(C2)N3C)c1 (configuration not stated)
→ -3	-0.1	-1	2.3	-0.3	-0.7	0.0	7	-1.1	0.8	1
- COc1ccc(N2CCN(C(=O)c3ccc4c(=O)n5c(nc4c3)CCCCC5)CC2)cc1
→ 5	0.3	1	0.8	-1.5	-2.1	-0.8	-1	-1.3	-0.3	0
- CC(=O)c1ccccc1NC(=O)c1ccc(N2CCCC2=O)cc1
→ -7	1.2	5	4.9	-0.1	-0.2	1.4	-11	-1.0	3.5	-2

More structures:
Every second line gives: NPR2 activator	KLK7 zymogen act	SMARCA2 activ	hgDAF-12 ag	FXN GAA850 act	hcDAF-12 act	DAX1 inh-1	sPLA2-III inh	ssDAF-12 act	DAX1 inh-2	GC-A act
- O=C(NCC1CCN(c2ccc(S(=O)(=O)N3CCOCC3)cc2)CC1)c1ccc(Cl)cc1
→ 0	-0.3	-2	-3.3	-1.4	-3.8	-2.3	-6	-2.1	-1.4	5
- C/C(=N\Nc1cc(-c2ccccc2)nc(-c2ccc(Br)cc2)n1)c1cccc(N)c1
→ -1	-2.5	0	0.4	2.1	4.7	-0.7	4	0.5	0.7	-2
- COc1cc(OC)cc(C(=O)NNC(=O)NC2CCCCC2)c1
→ -1	-0.7	0	0.2	-4.2	-1.3	-0.3	-4	-0.8	-0.1	1
- CN1CCN(c2ccc(S(=O)(=O)N3CCOCC3)cc2NC(=O)CCc2ccccc2)CC1
→ 0	1.0	-2	1.4	-0.6	-1.9	-0.5	-7	-1.2	-0.3	-1
- COc1cccc(CNC(=O)C2(C)Oc3ccccc3NC2=O)c1 (configuration not stated)
→ 4	-0.6	-4	-0.4	0.3	-1.1	0.3	6	-0.7	0.0	3
- Cc1ccc2nc(C)cc(C(=O)N3CCCC(N4CCN(c5ccccc5C)CC4)C3)c2c1 (configuration not stated)
→ 6	0.0	-2	2.6	-1.7	3.0	0.7	0	0.3	0.6	1
- Cn1nnc2cc(C(=O)N3CCCCCC3)ccc21
→ -1	0.2	5	-0.2	0.2	0.0	0.3	4	-1.3	-0.8	-1
- CC(=O)Nc1ccc(OCc2nnc(-c3ccc(Cl)cc3)o2)cc1
→ -1	0.2	1	-0.7	4.8	-1.9	-0.7	-6	-1.2	0.8	-6
- CCC(C)NC(=O)c1ccccc1NC(=O)C1COc2ccccc2O1 (configuration not stated)
→ 1	0.2	-1	-1.5	4.9	4.3	2.4	2	-1.6	-1.2	1
- Cc1onc(-c2ccccc2Cl)c1C(=O)NC(=S)NCCc1ccccc1
→ 3	-0.1	8.6*	-0.5	0.7	-1.8	-1.8	-8	-0.9	-0.8	0
